# D1 PAM: human D1 dopamine receptor positive modulation | P21728 | HEK293 TREx D1 cells, calcium flux, dopamine EC20 potentiation | potentiation, % at 10 µM | 0.036% of 360,000 active | AID 504651; in the data active = potentiation above about 30%; note: 0% is about no effect
# Vif-A3G inh: inhibitors of Vif-APOBEC3G interaction. HeLa A3G-eYFP + Vif (tagged APOBEC3G with the HIV-1 protein that degrades it), YFP fluorescence, overnight. 0.076% of 410,000 active. Q9HC16. AID 602310. Potency, µM (titrated, usually from 46.1 µM), inactives show top-dose activity, negative = active, actives largely listed as inhibitors;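 note: potency is the fitted concentration of half-maximal effect; % is set by controls: 0 for no effect and ±100 for the full control effect; nearly all actives have a fitted effect of over 60% in size; hits raise eYFP signal because A3G escapes Vif-driven loss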
#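 Read-out is eYFP fluorescence (Ex 488/Em 500-530) from Vif-expressing HeLa A3G-eYFP cells; more signal means A3G escaped Vif-mediated degradation. Cells plated overnight, compound pinned in, incubated overnight at 37 deg C.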
# D1 ag: activates the human D1 dopamine receptor. HEK293 T-REx D1 cells, calcium flux, agonist mode. activation, % at 2 µM. 1% of 360,000 active. AID 504660; in the data active = activation above about 30%; note: 0% is about no effect
#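 Inducible HEK293 T-REx D1 cells, force-coupled to calcium signalling, were plated at 4000 cells/well with tetracycline and held overnight at 30 C. After no-wash calcium dye loading, compound-evoked calcium rise over 180 s flagged agonists.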
# D2 PAM: positively modulates the human D2 dopamine receptor allosterically; AID 485347; 0.34% of 340,000 active; HEK293 T-REx D2, calcium flux, EC20 dopamine potentiation; potentiation, % at 10 µM;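 active = potentiation over 3 SD above the plate norm, cut at about 30% in these data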; note: 0% is about no effect
#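 Calcium flux readout, no-wash dye, 1 read/s. Inducible HEK293 Trex D2 line, overnight 30 C. Compound alone 180 s (agonist flags), then EC20 dopamine, another 180 s to score potentiation.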
# RXFP1 antag: RXFP1 (human) relaxin receptor antagonism. activity change, negative = inhibition, % at 57.5 µM. 0.59% of 350,000 active. Q9HBX9. HEK293-RXFP1, relaxin-stimulated cAMP HTRF, 30 min; stronger effect = lower value. AID 1259400;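 active = activity change of -60% or lower, but not beyond a set lower limit; inconclusive = change between -60% and -40%, or beyond the set limit; inactive = change above -40%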; note: % is set by controls: 0 for no effect and ±100 for the full control effect
# Target sequence (Q9HBX9 whole entry, looked up): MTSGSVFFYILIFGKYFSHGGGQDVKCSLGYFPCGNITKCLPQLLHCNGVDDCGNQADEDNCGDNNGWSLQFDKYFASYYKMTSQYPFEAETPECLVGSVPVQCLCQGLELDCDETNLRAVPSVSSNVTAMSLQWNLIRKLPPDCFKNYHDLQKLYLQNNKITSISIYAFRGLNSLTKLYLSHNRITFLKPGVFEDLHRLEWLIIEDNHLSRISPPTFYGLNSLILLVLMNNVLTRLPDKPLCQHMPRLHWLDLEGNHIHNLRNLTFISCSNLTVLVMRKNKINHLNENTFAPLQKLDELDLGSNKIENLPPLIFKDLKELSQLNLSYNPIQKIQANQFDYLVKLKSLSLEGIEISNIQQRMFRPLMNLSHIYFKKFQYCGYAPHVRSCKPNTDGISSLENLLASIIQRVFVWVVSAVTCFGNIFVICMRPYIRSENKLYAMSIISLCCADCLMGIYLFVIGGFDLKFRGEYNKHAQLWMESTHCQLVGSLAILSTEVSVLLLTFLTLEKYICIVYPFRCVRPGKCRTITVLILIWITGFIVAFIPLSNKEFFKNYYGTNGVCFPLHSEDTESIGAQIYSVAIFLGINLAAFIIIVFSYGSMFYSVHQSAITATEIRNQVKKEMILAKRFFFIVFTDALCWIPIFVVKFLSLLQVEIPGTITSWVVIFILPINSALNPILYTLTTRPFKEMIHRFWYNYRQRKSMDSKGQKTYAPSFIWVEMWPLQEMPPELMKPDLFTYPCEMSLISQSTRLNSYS
# GRP78 ERSR act: induces the endoplasmic reticulum stress response in human glioma cells | 0.02% of 420,000 active | AID 602332 | U87-MG GRP78 promoter luciferase reporter, 16 h | Potency, µM, for inactives: at the top dose activation, usual class: activators; note: potency is the fitted concentration of half-maximal effect; series mostly up to about 76 µM; % of control where 0% means no effect; nearly all actives have a fitted effect of over 35% in size
#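 Stably transfected U87-MG glioma cells carrying a GRP78-based luciferase sensor; 16 h compound incubation. Luminescence end-point read 10 min after Bright-Glo addition at room temperature.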
# D1 antagonist: antagonists of human D1 dopamine receptor | activity change, negative = inhibition, % at 10 µM | HEK293 TREx D1 cells, calcium flux, dopamine EC80; stronger effect = lower value | P21728 | 3.2% of 360,000 active | AID 504652; in the data active = activity change below about -30%; note: % is set by controls: 0 for no effect and ±100 for the full control effect
#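 Using tetracycline-induced force-coupled D1 Hek293 cells and a calcium dye, signals were followed for 180 s after compound, then for 180 s after EC80 dopamine, to detect inhibitors.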
# RXFP1 agonist: activates the human relaxin receptor RXFP1; Q9HBX9; HEK293T-RXFP1 cAMP TR-FRET, 30 min; response scale: percent of porcine relaxin response, buffer zero; Potency, µM (titrated, usually from 57.5 µM), without a hit: at the top dose activation, usual class: activators; 0.3% of 370,000 active; note: potency is the fitted concentration of half-maximal effect; % is set by controls: 0 for no effect and ±100 for the full control effect; nearly all actives have a fitted effect of over 60% in size; many of its hits are not listed in these tables
#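 Agonist response is measured as cAMP accumulation in an RXFP1-transfected HEK293T line under PDE4 inhibition. Values are scaled between buffer-only and 29 nM porcine relaxin, and EC50s come from standard Hill equation fits.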
# Vif-APOBEC3F blk: inhibitors of Vif-A3F interaction; HeLa A3F-eYFP + Vif (tagged APOBEC3F with the HIV-1 protein that degrades it), YFP fluorescence increase; Potency, µM (doses to about 46.1 µM), without a hit: top-dose activity, negative = active; 0.2% of 390,000 active; note: potency is the fitted concentration of half-maximal effect; % of control where 0% means no effect; nearly all actives have a fitted effect of over 65% in size
#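 HeLa cells stably expressing A3F-eYFP plus Vif, plated and incubated overnight at 37 deg C, then exposed to compounds overnight at 37 deg C. Blocked degradation read as raised yellow fluorescence (Ex 488/Em 500-530).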
# Numbers without * were called inactive; ? = inconclusive; nt = no result given. Unless noted, calls come from the whole dose curve; as a rule, active = well fitted curve in the direction sought with a large enough effect; inconclusive = small, poorly fitted or top-dose-only effect, or another doubt; inactive = no such curve, though single readings can be large; an effect the other way counts as inactive or inconclusive.
SMILES,D1 PAM,Vif-A3G inh,D1 ag,D2 PAM,RXFP1 antag,GRP78 ERSR act,D1 antagonist,RXFP1 agonist,Vif-APOBEC3F blk
CCn1c(Cc2ccccc2)nnc1SCC(=O)Nc1nnc(-c2ccccc2)s1,4,-6%,1,2,-4,-3%,5,11%,-8%
Cc1cc(C)cc(NC(=O)C(NCCN2CCOCC2)c2ccccc2)c1 (stereo not drawn),-7,2%,6,-3,-17,-4%,-54*,3.5%,10%
O=C(O)CCN1C(=O)c2ccc(NC(=O)COc3ccccc3)cc2C1=O,1,0%,3,-3,-8,-2%,10,0.7%,-9%
O=C(CSc1n[nH]c(-c2ccc(Cl)cc2Cl)n1)Nc1ccccn1,-2,0%,3,-11,nt,-1%,-10,-0.2%,1%
COC(=O)c1cn(-c2cccc(C)n2)cn1,-1,0%,-1,3,-9,2%,-12,-0.1%,?
Cc1ccc(N2C(=O)N(CC(=O)Nc3ccc(C)cc3C)C(=O)C2C)cc1 (stereo not drawn),4,-4%,30,8,1,4%,19,0.2%,-1%
C/C(=N\NC(=O)c1cc2c(s1)CCC(C)C2)c1ccncc1 (stereo not drawn),3,4%,-1,6,-15,5%,-4,0.2%,1%
O=C(NCc1ccncc1)c1cc(C(=O)C2CC2)c[nH]1,0,0%,2,1,-5,-6%,-4,1.3%,5%
O=C(CSc1ccc2nnc(-c3ccncc3)n2n1)Nc1ccc2c(c1)OCCO2,-5,4%,4,-8,nt,0%,-13,9.3%,5%
c1ccc(-c2noc(C34CC5CC(CC(C5)C3)C4)n2)nc1,3,1%,28,12,-12,6%,-2,-0.4%,2%
CC1=C(C(=O)OCCCBr)C(c2ccc3c(c2)OCO3)NC(=O)N1 (stereo not drawn),-3,1%,3,-8,6,1%,-8,3.1%,-8%
Cc1cc(C(=O)O/N=C(\N)c2ccc(C(C)(C)C)cc2)no1,5,1%,17,7,-2,7%,-11,-2.4%,4%
Cc1ccccc1OCC(=O)NC(=S)Nc1ccc2c3c(cccc13)CC2,0,?,2,2,3,-5%,-3,8.5%,-7%
COc1ccc(C(=O)CSc2nnc(C3CCCCC3)n2N)c(OC)c1,-3,-11%,-2,nt,6,-5%,6,0.7%,-1%
COC(=O)c1c(C)nc(C)c2c(=O)oc3ccccc3c12,-4,7%,5,1,-3,1%,-3,2.6%,-6%
CC1CCc2c(sc(NC(=O)c3cc(-c4ccc(Br)cc4)on3)c2C(N)=O)C1 (stereo not drawn),0,-5%,-1,15,5,-2%,-11,0.7%,-3%
COc1cc(OC)cc(C(=O)NC2CC3CCC(C2)N3C)c1 (stereo not drawn),-14,-1%,1,3,8,-1%,-54*,-1.3%,-1%
CN(C)c1ccc(NC(=O)COC(=O)Cn2nnc3ccccc32)cc1,6,0%,0,5,0,3%,-14,-0.7%,1%
C=CCc1ccc(OCCCCN2CCC(C)CC2)c(OC)c1,7,-1%,4,-24,-4,-5%,-18,-0.5%,3%
COc1ccccc1N1CCN(Cc2nc3ccccc3[nH]2)CC1,7,0%,1,nt,-7,-2%,-10,1.0%,12%
O=C(Nc1cccc(F)c1)NC1(C(=O)N2CCC(O)CC2)CCCCC1,8,0%,-1,-6,1,0%,-25,0.2%,0%
CC1CN(c2ccccc2)NC1=O (stereo not drawn),-1,-4%,0,nt,-18,2%,-13,1.3%,8%
O=C(Nc1ccc(N2CCOCC2)cc1)C1CCN(S(=O)(=O)c2ccccc2F)CC1,-10,3%,4,-4,4,-5%,-7,-3.1%,1%
O=[N+]([O-])c1cc(F)c(N2CCCCC2)cc1N1CCOCC1,4,-6%,6,0,-19,1%,7,1.4%,1%
COc1ccc(NC(=O)CN(C)C(=O)CNC(=O)Cc2cccc3ccccc23)cc1,-1,1%,0,-9,-5,-2%,-2,-0.6%,6%
Cc1nnsc1S(=O)c1ccc(Cl)c(Cl)c1 (stereo not drawn),-6,?,1,7,6,-5%,0,0.8%,-21%
COC(=O)c1cc(OC)c(OC)cc1NC(=O)c1cccc(OC)c1OC,3,-5%,1,8,-7,-1%,-5,3.5%,0%
COc1ccccc1Nc1ncnc2c1c(C)c(C)n2CCCN(C)C,-3,1%,20,5,-6,0%,-22,3.7%,-4%
O=C(c1ccc2ccccc2c1)C1CCCN(C(=O)c2noc3c2CCCC3)C1 (stereo not drawn),0,1%,7,12,0,-1%,28,5.8%,0%
NC(N)=NN=C1CCC(c2ccccc2)CC1 (stereo not drawn),37*,0%,2,19,-23,0%,7,2.5%,19%
Clc1ccc(C(c2cccs2)N2CCNCC2)cc1 (stereo not drawn),nt,0%,nt,nt,-5,-8%,nt,nt,-5%
Cc1c(C(c2ccccc2)c2c(C)n(C)n(-c3ccccc3)c2=O)c(=O)n(-c2ccccc2)n1C,-3,4%,2,-4,-4,-2%,9,0.1%,0%
CC(C)Oc1nc(-c2ccccc2Cl)nc2ccccc12,-10,-11%,4,-5,-27,-5%,4,-1.3%,1%
COc1cccc(NC(=O)CSc2nnc(CNC(=O)c3ccccc3F)o2)c1,0,-4%,2,-6,1,-4%,23,-0.9%,2%
Cc1ccc(C)c(CN2C(=O)N(c3cc(Cl)ccc3C)S(=O)(=O)c3ccccc32)c1,-3,1%,1,nt,nt,-2%,-12,0.3%,-4%
COc1ccc(N=Cc2[nH]c3ccccc3c2O)cc1,-3,0%,3,-3,-7,3%,-25,-3.2%,-9%
Cc1ccc2cccc(NC(=O)C(F)(F)F)c2n1,6,-9%,4,4,-2,0%,21,1.7%,nt
CCC(=O)Nc1ccc2nn(-c3ccc(F)cc3)nc2c1,2,-3%,6,3,nt,-1%,1,2.8%,3%
COC(=O)c1cccc(NC(=O)Nc2ccc(Cl)cc2)c1,-3,1%,26,-5,-13,-4%,-35*,-0.6%,1%
COc1ccc(C(=O)CC(=O)C(=O)Nc2cccc(F)c2)cc1,-3,3%,0,-1,-3,-1%,-4,2.4%,-16%

# Ordered by number of heavy atoms (ascending): some entries from above
SMILES,D1 PAM,Vif-A3G inh,D1 ag,D2 PAM,RXFP1 antag,GRP78 ERSR act,D1 antagonist,RXFP1 agonist,Vif-APOBEC3F blk
CC1CN(c2ccccc2)NC1=O (stereo not drawn),-1,-4%,0,nt,-18,2%,-13,1.3%,8%
NC(N)=NN=C1CCC(c2ccccc2)CC1 (stereo not drawn),37*,0%,2,19,-23,0%,7,2.5%,19%
COc1ccc(N=Cc2[nH]c3ccccc3c2O)cc1,-3,0%,3,-3,-7,3%,-25,-3.2%,-9%
c1ccc(-c2noc(C34CC5CC(CC(C5)C3)C4)n2)nc1,3,1%,28,12,-12,6%,-2,-0.4%,2%
C/C(=N\NC(=O)c1cc2c(s1)CCC(C)C2)c1ccncc1 (stereo not drawn),3,4%,-1,6,-15,5%,-4,0.2%,1%
COc1ccc(C(=O)CC(=O)C(=O)Nc2cccc(F)c2)cc1,-3,3%,0,-1,-3,-1%,-4,2.4%,-16%
O=C(CSc1n[nH]c(-c2ccc(Cl)cc2Cl)n1)Nc1ccccn1,-2,0%,3,-11,nt,-1%,-10,-0.2%,1%
CN(C)c1ccc(NC(=O)COC(=O)Cn2nnc3ccccc32)cc1,6,0%,0,5,0,3%,-14,-0.7%,1%
O=C(O)CCN1C(=O)c2ccc(NC(=O)COc3ccccc3)cc2C1=O,1,0%,3,-3,-8,-2%,10,0.7%,-9%
CC1CCc2c(sc(NC(=O)c3cc(-c4ccc(Br)cc4)on3)c2C(N)=O)C1 (stereo not drawn),0,-5%,-1,15,5,-2%,-11,0.7%,-3%
COc1cccc(NC(=O)CSc2nnc(CNC(=O)c3ccccc3F)o2)c1,0,-4%,2,-6,1,-4%,23,-0.9%,2%
O=C(CSc1ccc2nnc(-c3ccncc3)n2n1)Nc1ccc2c(c1)OCCO2,-5,4%,4,-8,nt,0%,-13,9.3%,5%
COc1ccc(NC(=O)CN(C)C(=O)CNC(=O)Cc2cccc3ccccc23)cc1,-1,1%,0,-9,-5,-2%,-2,-0.6%,6%

# Further records:
SMILES,D1 PAM,Vif-A3G inh,D1 ag,D2 PAM,RXFP1 antag,GRP78 ERSR act,D1 antagonist,RXFP1 agonist,Vif-APOBEC3F blk
COC(=O)c1c(C(=O)OC)c2cc(C)ccn2c1Cl,-1,-1%,-1,8,1,-2%,10,8.8%,nt
N#Cc1ccc(OCC(=O)NCCCn2ccnc2)cc1,nt,6%,nt,nt,2,-4%,nt,nt,9%
CCCc1nn2c(=O)cc(COC(=O)c3cccc(NC(=O)COc4ccccc4C)c3)nc2s1,2,1%,0,1,0,-7%,5,6.6%,-13%
O=C(Nc1nccs1)C(NS(=O)(=O)c1ccc(Br)s1)c1ccccc1 (stereo not drawn),-3,-10%,1,-9,-16,5%,9,1.7%,-1%
O=C(NC1=NCCS1)c1cccc(S(=O)(=O)N2CCCCC2)c1,-2,nt,-1,-2,nt,nt,-34*,-1.0%,nt
COc1cccc(-c2[nH]nc3c2C(c2ccsc2)C(C#N)=C(N)O3)c1 (stereo not drawn),-3,0%,2,2,8,1%,17,-2.7%,1%
O=C1OC(c2ccccc2)=C/C1=C/N1CCOCC1,6,-1%,0,-12,4,4%,1,-5.3%,-1%
O=C(NCc1ccc2c(c1)OCO2)c1nnc(Cc2ccc(Cl)cc2)o1,-3,-5%,2,0,10,0%,2,1.7%,-3%
COc1ccc2cc(/C=N/NC(=O)CN(c3ccccc3)S(=O)(=O)c3ccccc3)c(Cl)nc2c1,-7,nt,0,8,nt,nt,10,8.8%,nt
Cc1ncc([N+](=O)[O-])n1CCOC(=O)c1ccc(Br)cc1,14,-7%,5,5,-21,1%,-10,1.4%,-3%

# Shown as a hit in D1 PAM, among the entries above:
SMILES,D1 PAM,Vif-A3G inh,D1 ag,D2 PAM,RXFP1 antag,GRP78 ERSR act,D1 antagonist,RXFP1 agonist,Vif-APOBEC3F blk
NC(N)=NN=C1CCC(c2ccccc2)CC1 (stereo not drawn),37*,0%,2,19,-23,0%,7,2.5%,19%

# Compound activity: PubChem, National Center for Advancing Translational Sciences (NCATS)

# An excerpt; rates above refer to the full screens.
